Source: PubChem BioAssay (several laboratories)
SMARCA2 activ: SMARCA2 function activation, primary screen; MG213 cells, MMTV-luciferase reporter, dexamethasone, overnight; AID 652017; activation, % at 9.1 µM; hit rate 1% among 370,000; in the data active = activation above about 7.8%;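 note: 0% = vehicle wells and 100% = reference activator wells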
PG9 Ab binder: PG9 antibody binding by small molecule; hit rate 0.43% among 360,000; TR-FRET gp120-PG9 antibody binding; inhibition, % at 6.7 µM; in the data active = inhibition above about 8.5%
DAX1 inh-1: DAX1 (NR0B1) inhibition, primary screen | hit rate 1.1% among 370,000 | inhibition, % at 6.8 µM | AID 652010 | HEK293T StAR-luciferase reporter, SF-1/DAX-1 repression relief;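 active = inhibition above the mean over all tested compounds plus 3 SD, cut at about 3.6% in these data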;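 note: 0% = DAX-1 cells with DMSO and 100% = cells lacking DAX-1 with DMSO; higher inhibition means more luminescence from relief of DAX-1 repression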
GAA850 FXN act: frataxin GAA850 promoter activation; HEK293 lucGAA850 FXN promoter luciferase reporter, 24 h; percent of 10 µM SAHA response; activation, % at 6 µM; hit rate 0.56% among 360,000;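 active = activation above the average of all compounds screened plus 3 SD, cutoff fixed separately per campaign, cut at about 7.5% in these data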;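 note: 0% = DMSO wells and 100% = 10 µM SAHA wells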
hgDAF-12 ag: activates the H. glycines DAF-12 receptor ligand-binding domain. hit rate 1.8% among 370,000. activation, % at 6.8 µM. HEK293 GAL4-hgDAF12 UAS-luciferase reporter, agonist luminescence; normalized to butyrate control;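 active = activation above a cutoff set at the mean of all screened compounds plus 3 SD, cut at about 10% in these data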;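 note: 0% = DMSO wells and 100% = sodium butyrate wells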
PLCb3 inh: PLC-beta3 (human) inhibition, primary screen; Purified PLC-beta3, fluorogenic substrate, fluorescence; hit rate 0.18% among 370,000; Q01970; inhibition, % at 12.2 µM; AID 720704; in the data active = inhibition above about 11%;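 note: 0% = median of compound wells on plate and 100% = full blocker control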
ssDAF12 agonist: S. stercoralis DAF-12 activation, primary screen | activation, % at 6.8 µM | HEK293 ssDAF-12/GRIP1 lit1-tk-luc reporter, luminescence; % of 3 µM dafachronic acid response | hit rate 1% among 370,000 | AID 652126;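 active = activation above the mean over all tested compounds plus 3 SD, cut at about 0.9% in these data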;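 note: 0% = DMSO-only wells and 100% = 3 µM delta7-dafachronic acid wells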
HGIII-sPLA2 inh: Inhibits HGIII-sPLA2 liposome hydrolysis, primary screen; AID 743126; Q9NZ20; QFRET BODIPY PC-A2 liposome hydrolysis, fluorescence; inhibition, % at 12.2 µM; hit rate 0.56% among 370,000;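 active = inhibition above mean plus 3 SD of compounds lying within the high and low control bounds, cut at about 19% in these data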;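 note: 0% = median of test compound wells and 100% = no enzyme DMSO wells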
Target sequence (Q9NZ20 whole entry, looked up): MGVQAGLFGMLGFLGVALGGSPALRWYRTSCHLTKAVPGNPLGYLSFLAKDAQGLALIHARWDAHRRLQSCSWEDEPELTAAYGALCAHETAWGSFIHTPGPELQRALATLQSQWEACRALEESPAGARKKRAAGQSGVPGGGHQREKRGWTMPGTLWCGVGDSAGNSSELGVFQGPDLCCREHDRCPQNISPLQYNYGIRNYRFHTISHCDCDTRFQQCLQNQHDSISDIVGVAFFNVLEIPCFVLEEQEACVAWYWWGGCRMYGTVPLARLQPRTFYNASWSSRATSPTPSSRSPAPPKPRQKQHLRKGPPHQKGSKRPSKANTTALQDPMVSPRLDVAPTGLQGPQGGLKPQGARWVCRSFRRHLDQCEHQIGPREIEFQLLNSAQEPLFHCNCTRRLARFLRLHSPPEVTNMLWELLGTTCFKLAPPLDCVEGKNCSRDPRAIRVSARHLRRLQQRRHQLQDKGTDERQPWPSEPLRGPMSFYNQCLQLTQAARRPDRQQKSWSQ
NR1D1 modulator: modulators of human Rev-erb alpha DNA binding | hit rate 0.79% among 370,000 | P20393 | activity, % at 10 µM | Rev-erbα–FITC-DNA binding, fluorescence polarization, 90 min;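 active = activity above about 14%, limit read from the data; passing the limit was not always enough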;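 note: 0% = DMSO wells with 35 nM protein and 100% = DMSO wells with 750 nM protein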
DAX1 inh-2: inhibitors of human orphan nuclear receptor DAX1 (NR0B1); P51843; HEK293 Gal4-DAX1 luciferase reporter, luminescence; inhibition, % at 6.75 µM; hit rate 0.99% among 340,000; AID 504766;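 active = inhibition above the mean over all tested compounds plus 3 SD, cut at about 4.2% in these data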;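 note: 0% = DAX1-transfected cells with DMSO and 100% = empty-vector control cells with DMSO; inhibition shows as a rise in luminescence from relieved DAX1 repression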
Target sequence (P51843 207-470 limits assumed): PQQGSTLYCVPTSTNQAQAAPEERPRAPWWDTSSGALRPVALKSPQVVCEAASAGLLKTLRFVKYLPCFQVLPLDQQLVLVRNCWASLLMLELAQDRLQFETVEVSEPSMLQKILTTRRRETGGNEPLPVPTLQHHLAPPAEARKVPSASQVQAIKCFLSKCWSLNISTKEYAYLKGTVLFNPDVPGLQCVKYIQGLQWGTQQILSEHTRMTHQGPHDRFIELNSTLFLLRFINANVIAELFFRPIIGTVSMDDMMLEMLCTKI
hcDAF12 agonist: H. contortus DAF-12 activation, primary screen. activation, % at 6.8 µM. hit rate 1.4% among 370,000. AID 652067. HEK293 hcDAF-12 lit1-tk-luc reporter, luminescence; 0% DMSO, 100% Δ7-dafachronic acid;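 active = activation above the mean of all tested compounds plus 3 SD, cut at about 5.5% in these data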;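 note: 100% = response to 3 µM Δ7-dafachronic acid high control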
* hit, by the source's call; nt = no result given. No enrichment for hits; any-hit rate near 7%.

SMILES | SMARCA2 activ | PG9 Ab binder | DAX1 inh-1 | GAA850 FXN act | hgDAF-12 ag | PLCb3 inh | ssDAF12 agonist | HGIII-sPLA2 inh | NR1D1 modulator | DAX1 inh-2 | hcDAF12 agonist
N#Cc1ccccc1NC(=O)CSc1n[nH]c(-c2ccco2)n1 | -3.3 | -0.4 | -0.8 | -3.3 | 1.0 | -14.1 | -0.7 | -1.6 | -3.3 | 0.4 | -2.2
O=C(Cn1nnc2ccccc2c1=O)NCC1CCC(C(=O)O)CC1 (stereo not given) | -3.8 | -1.4 | -0.6 | 0.2 | -1.4 | -4.7 | -1.7 | 2.5 | -1.5 | 3.5 | -1.5
O=C(CSc1nnc(NC(=O)c2ccco2)s1)NCc1ccc2c(c1)OCO2 | 0.8 | -0.2 | -1.0 | -0.9 | -1.8 | -5.5 | -1.2 | -3.2 | 3.5 | 0.6 | -2.1
COC(=O)CCC(=O)NNC(=O)CCCOc1ccc(Cl)cc1Cl | -2.2 | -1.9 | -0.8 | -2.0 | 0.3 | 2.9 | -1.6 | -6.0 | 4.1 | -0.1 | 0.2
CCc1sc(/C=C(/C#N)C(N)=S)cc1[N+](=O)[O-] | 5.4 | -2.9 | -0.5 | 2.1 | -0.9 | -4.1 | -0.8 | 1.5 | -3.0 | 1.2 | -2.2
O=C(COc1ccc(Cl)cc1)Nc1ccccc1C(=O)NCc1cccnc1 | -2.7 | -0.2 | -3.1 | 1.6 | -2.0 | -6.6 | -1.0 | -6.9 | 4.5 | -0.2 | -3.2
COC(=O)c1ccccc1S(=O)(=O)N1CCC(C(=O)OC(C)C(=O)Nc2ccccc2OC)CC1 (stereo not given) | -1.6 | -0.8 | -0.3 | 0.8 | 0.4 | -5.5 | -1.4 | -7.2 | 0.9 | -0.7 | -1.1
COc1cc(OC)cc(-c2cc(N)n(S(=O)(=O)c3cccc4nsnc34)n2)c1 | -2.8 | 0.3 | -0.5 | 2.2 | 1.6 | -3.9 | -1.7 | -7.7 | -3.7 | -2.1 | -2.3
Oc1ccc(Cl)cc1CNc1ccc(Br)cn1 | 9.9* | -1.0 | 2.6 | 1.4 | 9.9 | 1.2 | -0.1 | -12.3 | 5.5 | 3.6 | 1.6
O=C(NNC(=S)Nc1ccc(Br)cc1)c1ccc(N2CCOCC2)c([N+](=O)[O-])c1 | -3.0 | -1.4 | 0.2 | -1.1 | -1.6 | 0.2 | -1.6 | 24.5* | 4.5 | -0.4 | 1.7
Oc1cc(O)cc(C=Cc2ccc(O)c(O)c2)c1 | -1.6 | -3.0 | 4.3* | nt | 9.8 | -424.8 | 0.1 | -4.2 | -15.0 | nt | 4.4
CCOc1ccc(CC(=O)Nc2ccc(S(=O)(=O)N3CCCC3)cc2)cc1 | 1.6 | -1.3 | -2.2 | -2.2 | -0.4 | -3.8 | -1.1 | -3.5 | -2.0 | -0.5 | -0.6
COc1ccc(-c2n[nH]c(=S)n2-c2ccc(C)cc2)cc1OC | -1.0 | 0.0 | -0.1 | 0.8 | 0.4 | -11.1 | -0.6 | 17.4 | 2.4 | -0.4 | -2.0
COCc1[nH]c(=S)c(C#N)cc1C(=O)OC | -0.6 | 6.2 | -0.3 | 0.6 | -1.9 | -99.0 | -1.6 | -2.5 | -7.2 | 1.9 | 0.5
COC(=O)c1ccc(Oc2cc(C)nc(Cl)n2)cc1 | 1.4 | 0.2 | -0.9 | 0.8 | -1.2 | 1.1 | -1.2 | 0.6 | 0.1 | 1.8 | -1.1
Nc1c(C(=O)CSc2nnc(Nc3ccc(F)cc3)s2)c(=O)[nH]c(=O)n1C1CC1 | 3.4 | -3.8 | -0.7 | 0.4 | -0.2 | 1.1 | -1.3 | 0.0 | -9.2 | -0.3 | -0.8
Nc1cc(=O)[nH]c(SCC(=O)c2ccc(F)cc2)n1 | -1.5 | -1.3 | 0.1 | 1.0 | -1.0 | -4.5 | -1.1 | -13.2 | 1.4 | 0.0 | -1.1
COc1cccc(N2CCN(C(=O)CCn3nnc4ccccc43)CC2)c1 | 9.4* | nt | -0.9 | nt | 1.8 | 1.4 | -1.1 | 1.4 | 7.1 | nt | -1.8
O=C(Nc1nc(=S)ss1)c1c(F)cccc1F | -0.2 | 1.1 | -0.9 | 0.0 | -1.2 | 4.2 | -1.1 | -0.7 | 3.4 | 0.1 | -1.0
O=C(Nc1cc(C(=O)Nc2ccccc2C(=O)O)cc(C(=O)Nc2ccccc2C(=O)O)c1)c1ccccc1 | 1.1 | -3.2 | -0.4 | 1.0 | 3.5 | -9.8 | -1.1 | -9.9 | -0.5 | 0.2 | -0.5
CCCN(Cc1ccccc1)C(=S)Nc1ccc(OC(F)F)cc1 | -0.5 | -2.1 | 0.3 | 0.4 | 3.8 | 3.1 | -1.8 | -3.1 | -3.1 | 0.2 | -0.7
O=C(CCNc1ccc(F)cc1)c1cc2ccccc2o1 | -4.0 | -1.5 | 0.9 | 1.4 | 0.7 | -3.6 | -1.8 | -2.3 | -0.2 | -0.6 | -1.1
COc1ccc(CCn2c(-c3ccc(Cl)cc3)n[nH]c2=S)cc1OC | -0.4 | -0.6 | 0.2 | 1.3 | -1.1 | 3.3 | -0.9 | 6.1 | -1.8 | -0.6 | 0.3
CC(C)CNC(=O)COC(=O)c1ccc(F)cc1Cl | -1.4 | -1.2 | 0.0 | 2.4 | 3.2 | -6.3 | -0.7 | 8.4 | -4.6 | 0.4 | -0.7
COc1ccc2c(=O)c3c(=O)n(Cc4ccco4)c(-c4cc(OC)c(OC)c(OC)c4)nc3oc2c1 | -2.5 | -0.1 | 0.5 | 4.2 | 6.3 | -2.9 | -0.4 | -5.3 | -2.9 | -0.4 | -1.0
O=C(O)c1cccc(S(=O)(=O)Nc2ccc3oc(=O)sc3c2)c1 | 0.0 | -0.6 | 1.6 | 2.3 | -0.4 | 2.5 | -1.3 | -13.1 | -6.3 | 2.2 | -0.5
O=C(NC1CCCCCC1)c1ccc(Cl)c(S(=O)(=O)N2CCOCC2)c1 | -1.9 | 0.6 | -0.1 | 0.0 | 1.3 | -2.9 | -1.0 | 6.1 | -2.5 | -0.8 | -1.5
CCc1ccc(OCC(=O)NCc2ccco2)c(Br)c1 | 6.0 | -2.3 | 3.5 | 8.6* | 7.5 | 2.1 | -1.6 | -17.5 | 6.9 | 1.1 | -0.5
CCCCNC(=O)c1onc(CSc2ccccc2C)c1C(=O)O | 0.3 | -2.1 | 0.0 | -1.6 | 0.3 | -4.7 | -1.2 | -1.9 | 0.4 | -0.4 | -0.1
CCCn1c(C(O)c2ccc(C)cc2)nc2ccccc21 (stereo not given) | 1.4 | 2.1 | 1.4 | -0.9 | 2.7 | -2.6 | -0.9 | -0.8 | 4.8 | -1.0 | -0.8
COc1cccc(NC(=O)NCCC2=CCCCC2)c1 | 15.9* | -2.8 | 1.0 | 5.8 | 7.7 | 5.3 | 0.2 | -2.4 | 1.9 | 0.8 | 1.0
Cc1cc(Cl)c2oc(C(=O)N(C)CC3CCOCC3)c(C)c2c1 | 2.2 | -2.7 | 0.9 | 6.8 | 1.2 | -4.9 | -0.7 | -7.8 | 4.5 | 0.2 | -0.9
CCOC(=O)CSc1nnc(C)c(C)n1 | -0.2 | 0.1 | -0.2 | -0.7 | -1.0 | 0.7 | -1.5 | 2.6 | 0.7 | 1.6 | -0.3
COc1ccccc1N1CCN(C(=O)C(=O)c2c(C)[nH]c3ccccc23)CC1 | 1.2 | -0.6 | -0.3 | 0.0 | -0.6 | -2.8 | -0.8 | -7.6 | 0.5 | 0.4 | 2.0
CC(C)C(C(=O)O)N1C(=O)/C(=C/c2cccn2C)SC1=S (stereo not given) | -3.5 | -2.7 | 0.7 | -1.1 | 0.1 | -0.9 | -1.3 | -9.1 | 10.0 | 0.4 | 1.6
Cc1ccc(NS(=O)(=O)c2cc(NC(=O)c3ccc4c(c3)NC(=O)CS4)ccc2C)c(C)c1 | -5.3 | -1.0 | -1.1 | 1.2 | -2.1 | 0.9 | -2.1 | -28.5 | -0.3 | -2.3 | -4.0
CCOC(=O)C(=O)c1cn(C2OCC(OC(C)=O)C(OC(C)=O)C2OC(C)=O)c2ccccc12 (stereo not given) | 5.0 | -2.6 | 1.1 | 0.2 | -2.2 | 3.5 | -1.1 | -6.6 | 7.3 | 0.8 | -0.4
CCOc1ccc(S(=O)(=O)N2CCC(C(=O)NCc3cccnc3)CC2)cc1Cl | 0.0 | -1.6 | -0.4 | 0.9 | -1.3 | -0.1 | -1.4 | -5.1 | -2.2 | -0.9 | -2.5
O=C(CCNC(=O)c1ccco1)Nc1ccccc1OC(F)F | -0.9 | -0.6 | 0.0 | 0.4 | 8.0 | -6.5 | -0.6 | -0.1 | 14.3 | -0.1 | 2.0
Cc1cccc(NC(=O)CSc2nc3ccccc3nc2N2CCCC2)c1 | 1.5 | -0.9 | 0.8 | -2.6 | -6.5 | -38.9 | -1.5 | -8.0 | -4.1 | -1.7 | -3.3
C/C(=N\NC(=O)c1ccoc1C)c1ccc(Cl)s1 | 4.9 | 0.0 | 3.0 | 5.3 | 7.7 | -2.0 | -0.9 | -4.9 | 4.6 | 1.2 | 2.4
COc1cccc(NC(C)=[N+](C)CCNS(=O)(=O)c2ccc(Cl)cc2)c1 | -1.6 | -0.3 | 1.2 | 2.3 | 5.3 | -15.4 | 0.5 | 22.1* | -1.3 | -0.7 | 1.0
COCCNC(=O)CN1CCN(Cc2cccc(Cl)c2)C1=O | 3.1 | -1.0 | 0.6 | 0.4 | -2.0 | 3.0 | -1.4 | -2.6 | -4.9 | -0.2 | -2.4
Cc1cccc(N2CCCn3c2nc2c3c(=O)[nH]c(=O)n2C)c1 | 2.2 | -1.2 | -0.5 | 1.3 | -2.2 | -4.1 | -0.7 | 0.0 | 1.2 | -1.0 | -0.5
O=C(CCn1cnc2ccccc21)N=Nc1c(O)[nH]c2ccccc12 | -2.2 | -2.3 | 0.6 | 1.2 | 2.4 | -3.6 | -1.4 | -6.2 | -1.6 | 0.9 | -1.6
CS(=O)(=O)N(CC(=O)Nc1ccc(S(=O)(=O)N2CCOCC2)cc1)c1cccc(F)c1 | 5.5 | 0.0 | -0.2 | 1.8 | -3.0 | -4.1 | -1.1 | -17.4 | -1.2 | -2.0 | 0.2
Cc1ccc(S(=O)(=O)N2CCCC2C(c2ccccc2O)c2cn(C)c3ccccc23)cc1 (stereo not given) | -4.6 | nt | -0.8 | nt | -3.6 | 0.7 | -1.5 | 0.3 | 0.5 | nt | -0.7
COc1ccccc1NC(=O)c1c(C)oc2c1CCCC2 | 2.2 | 0.6 | 0.3 | 0.8 | 1.0 | 5.3 | -1.5 | -24.5 | -1.0 | -0.1 | -1.0
